Screening results: PubChem BioAssay, National Center for Advancing Translational Sciences (NCATS)
DRD3 agonist = D3 dopamine receptor (human) agonism | P35462 | 0.58% of 410,000 active | max activation, % | D3R DiscoveRx beta-arrestin cells, luminescence, 90 min; in the data active means max activation above about 30%; further: 0% is about no effect; mostly tested at two doses, the higher about 12 µM
Target sequence (P35462 whole entry, looked up): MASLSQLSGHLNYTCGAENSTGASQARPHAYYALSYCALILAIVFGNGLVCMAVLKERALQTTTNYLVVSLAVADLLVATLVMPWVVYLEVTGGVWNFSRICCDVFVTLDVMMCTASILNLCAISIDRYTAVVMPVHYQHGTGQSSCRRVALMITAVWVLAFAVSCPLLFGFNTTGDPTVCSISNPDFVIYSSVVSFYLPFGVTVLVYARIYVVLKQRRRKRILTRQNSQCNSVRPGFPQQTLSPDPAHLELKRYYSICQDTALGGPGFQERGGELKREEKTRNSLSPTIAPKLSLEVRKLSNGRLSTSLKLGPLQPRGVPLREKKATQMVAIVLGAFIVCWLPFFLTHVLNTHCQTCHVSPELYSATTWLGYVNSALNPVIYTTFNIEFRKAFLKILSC
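Agonist mode: compounds and dopamine controls were applied to plated cells for 90 min at 37 degrees C after an overnight attachment at 1500 cells/well. Luminescent read-out followed 30 - 60 minutes at room temperature with DiscoveRx detection reagent.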
PLK1 PBD inh = blocks phosphopeptide binding to human PLK1 polo-box domain. P53350. Plk1 PBD binding of FITC phosphopeptide, fluorescence polarization. Potency, µM, without a hit: max response, negative = inhibition, actives largely listed as inhibitors. 2.8% of 360,000 active. AID 720504; further: potency means the concentration at half of the fitted maximal effect; series mostly up to about 57 µM; on the % scale 0 is the no-effect control and ±100 the full control effect; nearly all actives have a fitted effect of over 65% in size
IL2 activator = activators of IL-2; IL-2 activation reporter assay, cell-based qHTS; stimulated with anti-CD3/CD4/CD28 beads; in transgenic mouse T cells; activation, % (series mostly up to about 46 µM); 0.065% of 360,000 active; AID 652025; in the data active means activation above about 50%; inconclusive means mostly about 30% to 49%; further: 0% is about no effect
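Readout: EGFP and DsRed signals by fluorescent plate cytometry. Unstimulated transgenic mouse T cells received compound 60 min before antibody-bead stimulation, then incubated 18 h at 37 degrees C.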
HEK293 tox = cytotoxic in the GLP-1 receptor inverse agonist counter-screen | HEK293 cAMP-luciferase reporter cells, luminescence, 24 h | Potency, µM (highest dose often 38.3 µM), without a hit: at the top dose activity change, negative = inhibition, hits mostly inhibitors | 0.13% of 410,000 active;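 further: loss of luciferase light is scored as toxicity; potency means the concentration at half of the fitted maximal effect; on the % scale 0 is the no-effect control and ±100 the full control effect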
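Cells in DMEM/10% Nu serum/1% pen-strep, 1536-well format. Pre-incubated 12 h, dosed with 23 nL compound, incubated a further 24 h. Luciferase detection, 12 min at room temp, luminescence.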
PI5P4K alpha inh = blocks human PI5P4K alpha kinase activity; PI5P4Kalpha enzyme, ADP-Glo luminescence, 60 min; active compounds read low; max response, %; 1.2% of 330,000 active; active means max response of -50% or lower; inconclusive means between -30% and -50%; inactive means -30% or higher; further: value at the top dose of about 77 µM; on the % scale 0 is the no-effect control and ±100 the full control effect
Target sequence (P48426 whole entry, looked up): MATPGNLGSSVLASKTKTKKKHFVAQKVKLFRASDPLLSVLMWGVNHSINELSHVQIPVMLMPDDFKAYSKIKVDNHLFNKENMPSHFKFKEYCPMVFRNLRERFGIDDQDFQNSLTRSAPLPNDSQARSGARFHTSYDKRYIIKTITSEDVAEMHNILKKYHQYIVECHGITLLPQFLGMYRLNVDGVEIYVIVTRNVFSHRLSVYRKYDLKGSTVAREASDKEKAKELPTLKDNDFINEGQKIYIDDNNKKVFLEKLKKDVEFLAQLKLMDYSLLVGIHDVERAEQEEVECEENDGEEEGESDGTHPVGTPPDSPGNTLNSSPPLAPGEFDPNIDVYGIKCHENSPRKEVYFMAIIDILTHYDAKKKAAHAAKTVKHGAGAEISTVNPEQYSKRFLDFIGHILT
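Single end-point luminescence (ADP-Glo) quantified ADP from PI5P4Kalpha turnover; ATP 5 microM final, 1 h at RT, 0.1% CHAPS and 0.28 mM EGTA in HEPES pH 7.4.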
GLP-1R agonist = agonists of human GLP-1 receptor. HEK293 GLP-1R CRE-luciferase, luminescence, 4-6 h; cells express a hypersensitive GLP-1R form. P43220. Potency, µM (series often up to 45.6 µM), inactives show at the top dose activation, hits mostly activators. 0.007% of 380,000 active. AID 624172; further: potency means the concentration at half of the fitted maximal effect; % of control where 0% means no effect
DRD3 antagonist = D3 dopamine receptor (human) antagonism; P35462; D3R cells, DiscoveRx beta-arrestin luminescence, antagonist mode; active compounds read low; max response, negative = inhibition, %; 2.5% of 360,000 active; in the data active means max response below about -50%; inconclusive means no clear call, values can overlap the other calls; further: on the % scale 0 is the no-effect control and ±100 the full control effect; mostly tested at two doses, the higher about 12 µM
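Cells plated overnight at 1500 cells/well, then exposed to library compounds with dopamine controls for 90 minutes at 37 degrees C. DiscoveRx reagent added for 30–60 minutes at room temperature; luminescence read, quantitative HTS format.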
WRN inhibitor = blocks human WRN helicase | WRN helicase unwinding, fluorescent forked duplex, kinetic | Potency, µM (doses to about 114 µM), for inactives: at the highest dose activity change, negative = inhibition, most hits filed as inhibitors | 0.46% of 360,000 active; further: potency means the concentration at half of the fitted maximal effect; on the % scale 0 is the no-effect control and ±100 the full control effect; nearly all actives have a fitted effect of over 55% in size
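WRN at 20 nM final preincubated with compound 15 min at room temperature; reaction started with 100 nM fluorophore/quencher forked duplex oligonucleotide and 2 mM ATP final. Unwinding followed kinetically by red fluorescence (ex 525, em 598 nm).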
GLP-1R inv ag = inverse agonists of human GLP-1 receptor | P43220 | HEK293 GLP-1R CRE-luciferase, luminescence, 24 h; GLP-1R form is constitutively active | Potency, µM (titrated, usually from 38.3 µM), without a hit: at the top dose activity change, negative = inhibition, actives largely listed as inhibitors | 1.6% of 410,000 active | AID 624417; further: potency means the concentration at half of the fitted maximal effect; on the % scale 0 is the no-effect control and ±100 the full control effect; nearly all actives have a fitted effect of over 55% in size
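Using stably transfected HEK293 (constitutively active GLP-1R, cAMP-luciferase reporter), compounds were incubated 24 hr and luciferase measured by luminescence.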
The depositor's hits bear a star; ? = inconclusive; · = not tested or not shown; [ ] = dose if it differs, or a comment. Unless noted, the call rests on the fitted dose curve; in most records, active means well fitted curve in the direction sought with a large enough effect; inconclusive means small, poorly fitted or top-dose-only effect, or another doubt; inactive means no such curve, though single readings can be large; an effect the other way counts as inactive or inconclusive.

SMILES	DRD3 agonist	PLK1 PBD inh	IL2 activator	HEK293 tox	PI5P4K alpha inh	GLP-1R agonist	DRD3 antagonist	WRN inhibitor	GLP-1R inv ag
COc1ccc(NC(=O)/C=C/c2ccc(Br)o2)cn1	-2	?	-1.6	5%	?	8%	1	?	9%
Cc1cccc(NC(=S)N(C)C2CCCCC2)c1	2	-2%	-1.3	-10%	-1	4%	3	-2%	-3%
COc1ccc(-c2cc(C(=O)OCC(=O)N3CCOCC3)c3ccccc3n2)cc1	-2	-16%	-1.0	-14%	-3	16%	1	9%	?
Cn1c(/C=C/c2cccc(Br)c2)nc2ccccc2c1=O	-5	-3%	0.1	-6%	7	16%	6	-2%	-20%
Clc1ccccc1CN(Cc1ccco1)Cc1nnnn1C1CCCC1	-4	-9%	-3.9	6%	-1	-2%	-11	-1%	0%
CC(C)c1ccc(C(=O)Nc2cccc3cccnc23)cc1	-3	·	·	-10%	·	8%	·	·	0%
COc1ccc(C(=O)Nc2nnc(CCc3ccccc3)s2)c(OC)c1	3	-1%	0.8	-23%	10	18%	17	0%	-17%
COc1ccc(NC(=O)c2ccc3c(c2)OCO3)cc1S(=O)(=O)N1CCOCC1	-13	1%	-0.1	-3%	6	-3%	4	-13%	10%
CC1(C)CC(NCCN2CCN(C3=CC(=C(C#N)C#N)CC(C)(C)C3)CC2)=CC(=C(C#N)C#N)C1	-4	3%	-0.2	-3%	-2	-3%	3	-3%	9%
CCN1C(=O)c2cccc3c(N)ccc1c23	-12	-10%	1.8	-21%	4	3%	?	-13%[57.1 µM]	78%[activator]
COc1ccc2sc(-c3ccccc3OC)c(-c3ccc(OC)nc3)c2c1	-12	5%	-1.2	9%	4	15%	?	-1%	?
CCCC(C(=O)NC1CCCC1)N(Cc1ccccc1)C(=O)c1snc(C(N)=O)c1N (stereo unspecified)	4	0%	-2.4	-2%	1	2%	33	0%	-21%
O=C(Nc1nc2ccccc2c(=O)s1)c1ccco1	4	?	0.3	3%	-7	-1%	-15	?	-19%
CCOC(=O)C1(Cc2ccccc2C(F)(F)F)CCN(C(=O)c2cc(C)n(C)n2)CC1	4	-5%	-3.0	-6%	1	21%	-1	-5%	?
Cc1nnsc1C(=O)Nc1cc(Cl)ccc1Cl	12	-7%	-5.0	-10%	·	23%	-10	-8%	3%
Brc1ccc(C2Nc3cccc4cccc(c34)N2)o1	-9	-29%	-1.7	0%	·	-3%	-15	-21%[57.1 µM]	9%
Cc1cc(C)c(CN2CCC(n3nccc3NC(=O)CCOc3ccccc3)CC2)cc1C	-13	-8%	-4.5	?	-6	9%	-16	-7%	?
O=C(NN=C1CCCC1)c1ccc(O)cc1	2	-3%	-0.7	-14%	-3	-2%	-12	-1%	10%
CC(=O)NCCNC(=O)c1ccc(Cn2c(=O)[nH]c3ccsc3c2=O)cc1	16	0%	0.7	7%	-5	11%	6	1%	12%
Cc1cccc(C(=O)NNC(=S)NC(=O)c2cccs2)c1	1	-25%	0.2	?	-2	-6%	-3	-4%	?
Cc1ccc(NC(=O)O/N=C/c2ccc(Br)cc2)cc1	4	2%	-1.1	1%	-4	-7%	4	10%	-4%
O=C(N/N=C/C(c1ccccc1)c1ccccc1)c1ccccc1F	-4	-12%	-1.3	-8%	0	12%	-4	3%	?
Cc1ccccc1S(=O)(=O)NC(=O)C1(C)CCN1C(=O)c1c(C)noc1C (stereo unspecified)	3	1%	-0.3	-8%	-5	-2%	0	2%	9%
O=C(COC(=O)c1ccccc1Nc1ccccc1)Nc1ccccc1	1	-7%	-0.8	3%	5	-2%	10	-2%	?
COC(=O)N1CCCCC1c1cc(C(=O)NCc2ccc(Cl)c(Cl)c2)no1 (stereo unspecified)	-1	-5%	1.2	-27%	9	1%	4	-3%	-61%
C/C(CC(=O)Nc1ccc(C)c(Cl)c1)=N\NC(=O)Cc1cccs1	-14	-3%	-2.6	-17%	0	2%	10	-8%	?
Cc1nc(N2CCC3(CC2)OCCO3)c2nnn(Cc3ccccc3F)c2n1	-1	-6%	0.0	9%	2	5%	-23	2%	-27%
Cc1ccccc1N(C(=O)c1ccccn1)C(C(=O)NCc1ccccc1)c1cccnc1 (stereo unspecified)	-3	-4%	-1.5	14%	-1	0%	4	-7%	19%
Cc1ccc(Nc2ncccc2C(N)=O)cc1	-6	-15%	-6.0	0%	2	14%	0	-23%	0%
O=[N+]([O-])c1cc([N+](=O)[O-])c(Oc2ccccc2F)cc1NN1CCCCC1	-1	2%	-1.2	-9%	0	-4%	0	-5%	10%
COc1ccc(-c2nc3ncccn3c2Nc2ccccc2)cc1	-1	-7%	-1.8	6%	-6	9%	-6	?	-6%
Cc1nc2cc(C(=O)O)ccc2n1-c1ccccc1	2	-20%	-1.6	-8%	0	-3%	5	4%	-1%
Cc1ccc(-c2c(C)n([O-])c3c([n+]2=O)CCC3)cc1	3	-11%	2.7	53%	0	0%	-8	-28%	5%
O=C(NCC1CCCO1)c1cccc(S(=O)(=O)Nc2ccccc2Cl)c1 (stereo unspecified)	1	-7%	-1.8	7%	-19	-3%	5	3%	-25%
CN(CC(=O)Nc1ccc(S(=O)(=O)N2CCCC2)cc1)CC(=O)Nc1ccc(F)c(F)c1F	-1	-1%	-3.2	-10%	1	11%	-8	-24%	15%
Cc1ccc(-n2ncc3c(NCc4ccco4)ncnc32)cc1C	1	0%	2.4	-1%	-4	2%	-2	-2%	27%
CC(=O)c1ccc(N2CCN(S(=O)(=O)c3cccc(S(=O)(=O)N4CCOCC4)c3)CC2)cc1	6	-23%	-0.4	-3%	-4	-14%	17	3%	-17%
N/C(=N\OC(=O)Nc1ccccc1)c1ncc([N+](=O)[O-])s1	1	-22%	4.3	?	-1	-1%	1	-4%	50%[activator]
C=CCn1c(O)c(N=O)c2cc(C)ccc21	-12	-16%	-1.4	0%	-7	12%	10	-2%	4%
CC1=CC(C)C(CN(CCC[N+](C)(C)C)C(=O)Nc2ccccc2)C(C)C1 (stereo unspecified)	-18	0%	1.5	9%	3	1%	-8	-2%	-14%
Cc1cc2cc(CN(Cc3ccco3)S(=O)(=O)c3c(C)ccc4nsnc34)c(=O)[nH]c2cc1C	-3	-3%	0.8	-5%	·	-10%	-4	-11%	0%
Cc1cc(C)c2nc(NNC(=O)c3ccc(S(=O)(=O)N4CCCCC4)cc3)sc2c1	3	-17%	-2.1	-18%	0	1%	-6	-11%	?
COc1ccc(CCC(=O)NNC(=O)c2cc(Cl)ccc2OC)cc1OC	7	0%	0.4	-2%	-6	16%	7	13%	11%
O=C(NC1CC2CCCC(C1)N2C(=O)Nc1ccccc1)c1ccncc1 (stereo unspecified)	3	-6%	1.1	-27%	-2	8%	-23	0%	-3%
CCn1c(/C=C/c2ccccc2F)nc2ccccc2c1=O	3	-4%	-0.7	6%	2	8%	5	-4%	?
COc1ccc(CN(C)C(=O)C2CSC3(C)CCC(=O)N23)c(OC)c1 (stereo unspecified)	-5	-4%	-1.4	1%	2	-1%	-11	5%	5%
O=C(CCn1c(=O)c2ccccc2n(CC(=O)Nc2cccc(F)c2)c1=O)NCCc1ccccc1	9	·	·	6%	·	0%	·	·	3%
COC(=O)[C@H](C)NC(=O)/C=C/c1ccc(OC)cc1	19	0%	1.2	-3%	-6	14%	-4	2%	10%
O=C(Nc1cccc(-c2csc(Nc3ccccc3)n2)c1)c1ccccc1	12	3%	-0.5	-27%	0	-5%	15	2%	8.9µM*
CN(C(=O)C1CCN(S(=O)(=O)c2ccccc2)CC1)c1c(N)n(Cc2ccccc2)c(=O)[nH]c1=O	3	-2%	1.6	-1%	2	5%	1	11%	2%
O=C1SC(SCc2ccccc2)=N/C1=C\c1ccc(C(=O)O)cc1	-4	19µM*	0.0	2%	-7	12%	-29	-29%	-21%

Reformatted: results already given
smiles | DRD3 agonist | PLK1 PBD inh | IL2 activator | HEK293 tox | PI5P4K alpha inh | GLP-1R agonist | DRD3 antagonist | WRN inhibitor | GLP-1R inv ag
Cc1cc(C)c2nc(NNC(=O)c3ccc(S(=O)(=O)N4CCCCC4)cc3)sc2c1 | 3 | -17% | -2.1 | -18% | 0 | 1% | -6 | -11% | ?
COc1ccc(CCC(=O)NNC(=O)c2cc(Cl)ccc2OC)cc1OC | 7 | 0% | 0.4 | -2% | -6 | 16% | 7 | 13% | 11%
O=C(NC1CC2CCCC(C1)N2C(=O)Nc1ccccc1)c1ccncc1 (stereo unspecified) | 3 | -6% | 1.1 | -27% | -2 | 8% | -23 | 0% | -3%
CCn1c(/C=C/c2ccccc2F)nc2ccccc2c1=O | 3 | -4% | -0.7 | 6% | 2 | 8% | 5 | -4% | ?
COc1ccc(CN(C)C(=O)C2CSC3(C)CCC(=O)N23)c(OC)c1 (stereo unspecified) | -5 | -4% | -1.4 | 1% | 2 | -1% | -11 | 5% | 5%
O=C(CCn1c(=O)c2ccccc2n(CC(=O)Nc2cccc(F)c2)c1=O)NCCc1ccccc1 | 9 | · | · | 6% | · | 0% | · | · | 3%
COC(=O)[C@H](C)NC(=O)/C=C/c1ccc(OC)cc1 | 19 | 0% | 1.2 | -3% | -6 | 14% | -4 | 2% | 10%
O=C(Nc1cccc(-c2csc(Nc3ccccc3)n2)c1)c1ccccc1 | 12 | 3% | -0.5 | -27% | 0 | -5% | 15 | 2% | 8.9µM*
CN(C(=O)C1CCN(S(=O)(=O)c2ccccc2)CC1)c1c(N)n(Cc2ccccc2)c(=O)[nH]c1=O | 3 | -2% | 1.6 | -1% | 2 | 5% | 1 | 11% | 2%
O=C1SC(SCc2ccccc2)=N/C1=C\c1ccc(C(=O)O)cc1 | -4 | 19µM* | 0.0 | 2% | -7 | 12% | -29 | -29% | -21%
